MrgX1 ag – agonists of human MrgX1 receptor, primary screen, HEK293 cells, Fluo-4 calcium flux; hit rate 0.44% among 310,000; Fluo-4 calcium fluorescence, agonist mode; hits give high values; B-score at 10 µM;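 active = calcium response B-score plate-corrected fluorescence ratio at least 3 library SD, with starting fluorescence B-score inside 5 SD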
Target sequence (Q96LB2 whole entry, looked up): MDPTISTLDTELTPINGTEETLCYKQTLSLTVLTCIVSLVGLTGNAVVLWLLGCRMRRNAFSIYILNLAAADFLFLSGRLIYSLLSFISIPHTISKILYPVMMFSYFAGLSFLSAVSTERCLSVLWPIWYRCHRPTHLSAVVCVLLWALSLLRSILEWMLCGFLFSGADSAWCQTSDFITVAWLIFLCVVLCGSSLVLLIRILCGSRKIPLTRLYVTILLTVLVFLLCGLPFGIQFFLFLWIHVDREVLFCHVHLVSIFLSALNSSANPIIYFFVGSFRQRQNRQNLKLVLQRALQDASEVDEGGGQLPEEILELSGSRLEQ
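Material – MrgX1-expressing HEK293 cells · Input – 15,000 cells seeded per well · Dosing – compound as first of three additions · Times – overnight seeding, then 1 h dark dye loading · Measured by – kinetic Fluo-4 NW fluorescence of intracellular calcium · Read-out – B-scored fluorescence response ratio · Benchmarks – positive and negative control wells on each plate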
TRPC6 inh – mouse TRPC6 channel inhibitors, primary screen, cell-based, HEK293, membrane potential dye; B-score at 10 µM; ACh-evoked depolarization; hits give low values; hit rate 1.1% among 310,000; AID 2553, 2010;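 active = B-score under library mean minus 3 SD, initial fluorescence not abnormally high, positive integrated signal ratio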;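 also: B-score derived from integrated fluorescence ratio over the kinetic read; more negative B-score means stronger inhibition of depolarization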
MrgX1 allo act – positive allosteric modulators of MrgX1, primary screen, HEK293 cells, Fluo-4 calcium flux; FDSS; hits give high values; B-score at 10 µM; hit rate 0.63% among 310,000; AID 588675, 2011; Mas-related G-protein coupled receptor member X1 (Homo sapiens), Q96LB2;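 active = plate-corrected calcium response at least 3 library SD above typical, normal starting fluorescence, not activating the receptor alone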;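 also: compound read alongside a low EC10 to EC30 dose of BAM8-22 agonist; peak minus trough fluorescence over baseline measured at the second addition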
MrgX1 antag – antagonists of human MrgX1 receptor, primary screen, HEK293 cells, Fluo-4 calcium flux; B-score at 10 µM; AID 588676, 2011; hit rate 1.3% among 310,000; BAM8-22 antagonism; hits give low values;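 active = calcium-response B-score plate-corrected more than 3 library SD below zero, starting fluorescence within 5 deviations, no agonist response on first addition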;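 also: peak minus trough fluorescence over baseline after final BAM8-22 challenge near maximal dose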
TMEM16A act – TMEM16A chloride channel activators or potentiators, primary screen, cell-based, HTS; Anoctamin-1 (Mus musculus), Q8BHY3; HEK293 TMEM16A/YFP-H148Q/I152L, iodide quench fluorescence; hits give low values; B-score at 10 µM; hit rate 0.3% among 340,000; AID 623877, 2012;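 active = fluorescence-ratio B-score plate-corrected deviation score at least 3 library SD below zero, with starting fluorescence score within 5 deviations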;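 also: channel opened by trigger with iodide after compound preincubation; score built on the fluorescence ratio of max minus min over baseline; more negative score means more quench and so TMEM16A activation or potentiation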
SKKanGAS inh – S. pyogenes SKKanGAS growth inhibitors in kanamycin, primary screen, streptokinase expression inhibitor project, SKKanGAS strain, BacTiter-Glo luminescence; 6 h; inhibition, % at 7.5 µM; hit rate 1.3% among 300,000; AID 1662, 2009;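 active = mean replicate score, as percent of positive control median, at least 50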;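 also: strain carries kanamycin resistance gene driven by streptokinase promoter and grows in 40 µg/ml kanamycin; loss of luminescence reflects streptokinase promoter inhibition or plain growth inhibition; 0% = median of DMSO wells and 100% = positive control at its reference dose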
TRPC4 potent – positive allosteric modulators of TRPC4, primary screen, cell-based, mouse TRPC4beta, HEK293 mu-opioid, Fluo-4 calcium; Short transient receptor potential channel 4 (Mus musculus), Q9QUQ5; DAMGO EC20, Fluo-4 Ca2+ flux; hits give high values; B-score at 10 µM; hit rate 0.42% among 310,000; AID 2227, 2009;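 active = B-score of calcium response area above 5 SD of library B-scores, with initial fluorescence ratio within 5 SD of library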;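 also: B-score of integrated fluorescence ratio over time as area under calcium response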
TRPC4 act – activators of mouse TRPC4 channel, primary screen, Fluo4 calcium, HEK293 TRPC4beta/mu-opioid cells; hit rate 0.49% among 310,000; Short transient receptor potential channel 4 (Mus musculus), Q9QUQ5; Fluo4 calcium fluorescence; hits give high values; B-score at 10 µM;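 active = B-score above 5 SD of library B-scores, and initial fluorescence ratio not above library mean plus 5 SD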;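 also: positive B-score marks a calcium rise read as TRPC4 activation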
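Incubation: 45 min room-temperature Fluo4 loading, 110 s read / System: HEK293 cells stably co-expressing mouse TRPC4beta and mu-opioid receptor / Signal: Fluo4 fluorescence, kinetic / Control set: buffer (low) and maximal DAMGO (high) / Measure: integrated baseline-normalised fluorescence ratio, converted to per-well B score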
TRPC6 activator – mouse TRPC6 channel activators, primary screen, cell-based, HEK293, membrane potential dye; Short transient receptor potential channel 6 (Mus musculus), Q61143; HEK293-TRPC6 membrane potential dye fluorescence; hits give high values; B-score at 10 µM; hit rate 0.13% among 310,000; AID 2550, 2010;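 active = B-score of the integrated fluorescence ratio above library mean plus 3 SD, and starting fluorescence ratio within library mean plus 5 SD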;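 also: higher score means more depolarization so channel activation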
ANO1 block – TMEM16A chloride channel inhibitors, primary screen, cell-based, HTS; normalized B-score (activity score, 25-100; higher = stronger inhibition) at 10 µM; hit rate 1.2% among 310,000; HEK293 TMEM16A/YFP iodide influx fluorescence, ionomycin; Anoctamin-1 (Mus musculus), Q8BHY3;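 active = ratio plate-corrected score three or more library SD toward inhibition, starting fluorescence score within five deviations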;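 also: score derived from kinetic fluorescence span divided by baseline fluorescence per well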
TRPC4 inh – inhibitors of mouse TRPC4 channel, primary screen, Fluo4 calcium, HEK293 TRPC4beta/mu-opioid cells; Short transient receptor potential channel 4 (Mus musculus), Q9QUQ5; DAMGO-evoked Fluo4 calcium flux; hits give low values; B-score at 10 µM; hit rate 0.39% among 300,000; AID 2247, 2010;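 active = B-score over 3 SD under the library average, no early fluorescence shift, positive overall ratio signal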
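Test system – stable TRPC4beta/mu-opioid receptor HEK293 cells · Probe or stimulus – DAMGO, a submaximal dose followed by a maximal one · Dosing – one concentration per compound · Signal – Fluo4 calcium fluorescence by kinetic imaging, 5 s 1 Hz baseline · Evaluation – per-well B score of integrated baseline-normalized Fluo4 ratio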
Active calls of the source: *; i = inactive; x = no result given. An unsorted share of the library; 6.7% or so of the library scored in one or more.

SMILES	MrgX1 ag	TRPC6 inh	MrgX1 allo act	MrgX1 antag	TMEM16A act	SKKanGAS inh	TRPC4 potent	TRPC4 act	TRPC6 activator	ANO1 block	TRPC4 inh
COc1cc(OC)c(NC(=O)/C=C/C(=O)O)cc1Cl	i	i	i	i	i	3	i	i	i	i	i
O=C(Nc1nc(-c2ccco2)c(-c2ccco2)s1)c1ccco1	i	i	i	i	i	-20	i	i	i	i	i
Cc1ccc(C2(C)NC(=O)N(CC(=O)NC(C)c3ccccc3)C2=O)cc1 (stereo not given)	i	i	i	i	i	3	i	i	i	i	i
O=C(C1=C(O)C(=O)N(CCCN2CCOCC2)C1c1ccncc1)c1cc2ccccc2o1 (stereo not given)	x	i	x	x	x	1	i	i	i	x	i
CCN1C(=O)C(CC(=O)Nc2ccc(OC)cc2)N(CCc2ccc(OC)cc2)C1=S (stereo not given)	i	i	i	i	i	13	i	i	i	i	i
COc1cccc(/C=C/C(=O)OCC(=O)Nc2nnc(-c3ccccc3)o2)c1	i	i	i	i	i	63*	i	i	i	i	i
COc1cc(OC)c(OC)cc1/C=N/NC(=O)CC1C(=O)NN=C1C (stereo not given)	i	i	i	i	i	-4	i	i	i	i	i
Cc1ccc(N2C(=O)c3ccccc3C2(O)c2ncc[nH]2)cc1 (stereo not given)	i	i	i	i	i	1	i	i	i	i	i
C=CCn1c(N)cc(=O)nc1SCC(=O)Nc1ccc(C)cc1	i	i	i	i	i	3	i	i	i	i	i
COc1ccccc1-n1c(N)c(C(N)=O)sc1=S	i	i	i	i	i	3	i	i	i	i	i
Cn1c(C(=O)c2ccncc2)cc2ccccc21	i	i	i	i	i	-6	i	i	i	i	i
Cc1ccc(Nc2nnns2)cc1C	i	i	i	i	i	-8	i	i	i	i	i
CCCc1c(C(=O)Nc2cc(C)on2)cnn1-c1ccccc1	i	i	i	i	i	-1	i	i	i	i	i
COc1cc(C2C(C#N)=C(N)N(N(C)C)C3=C2C(=O)CC(C)(C)C3)ccc1O (stereo not given)	i	i	i	i	i	-3	i	i	i	i	i
CC(C)OC(=O)CSc1nnc(-c2cccnc2)n1Cc1ccccc1	i	i	i	i	i	-3	i	i	i	i	i
CCN(CC)CCCNC(=O)c1nn(-c2ccc(OC)cc2OC)c(=O)c2ccccc12	i	i	i	i	i	4	i	i	i	i	i
OCC1CCCCN1C(=S)NCc1ccco1 (stereo not given)	i	i	i	i	i	-1	i	i	i	i	i
COc1ccc(-c2cn3ccc(C)cc3n2)cc1	i	i	i	i	i	16	i	i	i	i	i
O=C(c1ccccc1C(=O)N(c1ccccc1)c1ccccc1)N1CCCCC1	i	i	i	i	i	6	i	i	i	i	i
CNC(=O)C12CC3CC(C1)CC(c1ccc(C)cc1)(C3)C2	i	i	i	i	i	2	i	i	i	i	i
COc1cc(C2N(c3cc(C)on3)C(=O)C3CCCN32)cc(OC)c1OC (stereo not given)	i	i	i	i	i	0	i	i	i	i	i
O=C(NC(=S)Nc1ccc(Cl)cn1)C(c1ccccc1)c1ccccc1	i	i	i	i	i	77*	i	i	i	i	i
O=C(NCc1cccc(Cl)c1)C1CCCO1 (stereo not given)	i	i	i	i	i	1	i	i	i	i	i
O=C(Nc1ccncc1)C1CCN(S(=O)(=O)c2ccccc2)CC1	i	i	i	i	i	1	i	i	i	i	i
O=C(NCc1ccccc1)c1ccc(Cl)cc1[N+](=O)[O-]	i	i	i	i	i	-18	i	i	i	i	i
COc1ccc(Cl)cc1C(=O)NCC(c1ccco1)N1CCCC1 (stereo not given)	i	i	i	-5.2*	i	-3	i	52*	i	i	i
CC1(C)CC(=O)C(C(=O)c2ccccc2)C(=O)C1Cl (stereo not given)	i	i	i	i	i	6	i	i	i	i	i
Cc1ccc(NC(=S)N(CCCN2CCCC2)Cc2cccn2Cc2ccc(Cl)cc2)cc1Cl	i	i	i	i	i	32	i	i	i	i	i
O=C(CN1CCN(S(=O)(=O)c2cc(Cl)ccc2Cl)CC1)Nc1ccc2c(c1)OCCO2	i	-5.6*	i	i	i	x	i	57*	i	i	i
c1cncc(-c2noc(-c3ccc4ccccc4c3)n2)c1	i	i	i	i	i	4	i	i	i	i	i
N#C/C(=C\c1ccc(N2CCCCC2)o1)C(N)=O	i	i	i	i	i	4	i	i	i	i	i
COC(=O)CN1C(C)=Nc2ccc(C)cc2C1c1ccccc1 (stereo not given)	i	i	i	i	i	5	i	i	i	i	i
O=S(=O)(NCCSc1ccccn1)c1ccc(Cl)cc1	i	i	i	i	i	0	i	i	i	i	i
O=C(CN1CCN(Cc2cccc3ccccc23)CC1)NCCc1ccccc1	i	i	i	i	i	-2	i	i	i	i	i
O=C(Cn1cncn1)NCc1cccc(OC(F)F)c1	i	i	i	i	i	-10	i	i	i	i	i
O=[N+]([O-])c1ccccc1S(=O)(=O)Nc1ccc2c(c1)OCCO2	i	i	i	i	i	-2	i	i	i	i	i
O=C(NCCCO)/C(=C\c1ccco1)NC(=O)c1ccco1	i	i	i	i	i	-7	i	i	i	i	i
COc1cc(C(=O)N2CCN(C(=O)c3ccccc3)CC2)cc(OC)c1OC	i	i	i	i	i	-1	i	i	i	i	i
CCn1c(=O)c(C(=O)Nc2nc3ccccc3[nH]2)c(O)c2ccccc21	i	i	i	i	-7.8*	103*	i	i	i	i	i
COc1ccc(CNC2CC(C)N(C)CC2C)cc1OC (stereo not given)	i	i	i	i	i	3	i	i	i	i	i
COc1ccc(Nc2nc(N)nc(CN3CCOCC3)n2)cc1	i	i	i	i	i	8	i	i	i	i	i
CC(C)CCNC(=O)CN(Cc1ccc2c(c1)OCO2)C(=O)CCC(=O)Nc1ccccn1	i	i	i	i	i	-4	i	i	i	i	i
CCCc1cc(CN(C)C(=O)CC2C(=O)NCCN2Cc2ccccc2C)[nH]n1 (stereo not given)	i	i	i	i	i	0	i	i	i	i	i
O=C(O)c1cccc(Nc2ccncc2[N+](=O)[O-])c1	i	i	i	i	i	1	i	i	i	i	i
O=c1oc2ccccc2n1Cc1cccc(C(F)(F)F)c1	i	i	i	i	i	12	i	i	i	i	i
CC(=O)Nc1cc2c(cc1C(=O)c1ccccc1)OCCO2	i	i	i	i	i	-4	i	i	i	i	i
CCOC(=O)c1ccc(NC(=O)c2nc[nH]c2C(=O)N(C)Cc2ccccc2)cc1	i	i	i	i	i	9	i	i	i	i	i
COc1ccccc1CNc1ccccc1F	i	i	i	i	i	4	i	i	i	i	i
CCn1cnc2c1c(=O)n(CC(=O)NCC(C)C)c(=O)n2Cc1ccccc1	i	i	i	i	i	-5	i	i	i	i	i
CN1CCC(=NNC(=O)c2ccc(N(Cc3ccc(Cl)cc3)S(C)(=O)=O)cc2)CC1	i	i	i	i	i	7	i	i	i	i	i
Cn1nnnc1SCCNCc1ccccc1F	i	i	i	i	i	-7	i	i	i	i	i
CC(=O)NCC(=O)OCC(=O)c1ccc(C)c(C)c1	i	i	i	i	i	-4	i	i	i	i	i
COc1cc(CNC2CCCC2)cc(Cl)c1OCc1ccccc1F	i	i	i	i	i	-1	i	i	i	i	i
C/C(N)=C(/C#N)C(=O)CSc1nnnn1-c1ccc(C)cc1C	i	i	i	i	i	1	i	i	i	i	i
Cn1c(SCc2cccnc2)nc2cccnc21	i	i	i	i	i	-2	i	i	i	i	i
CCOC(=O)CSc1nc(C)cc(C)c1C#N	i	i	i	i	i	1	i	i	i	i	i
CCOC(=O)Cc1csc(NC(=O)c2ccc3ccccc3n2)n1	i	i	i	i	i	19	i	i	i	i	i
COc1ccc(S(=O)(=O)N2CCC(O)(c3ccc4c(c3)OCO4)CC2)cc1	i	i	i	i	i	7	i	i	i	i	i
CCN(CC)CC(=O)n1c2c(c3ccccc31)CCCC2	i	i	i	i	i	0	i	i	i	i	i
CC1CCC(NC(=O)Cn2ncc3ccccc32)CC1 (stereo not given)	i	i	i	i	i	3	i	i	i	i	i

The final 2 entries of the section above are carried over, then new ones follow.
SMILES	MrgX1 ag	TRPC6 inh	MrgX1 allo act	MrgX1 antag	TMEM16A act	SKKanGAS inh	TRPC4 potent	TRPC4 act	TRPC6 activator	ANO1 block	TRPC4 inh
CCN(CC)CC(=O)n1c2c(c3ccccc31)CCCC2	i	i	i	i	i	0	i	i	i	i	i
CC1CCC(NC(=O)Cn2ncc3ccccc32)CC1 (stereo not given)	i	i	i	i	i	3	i	i	i	i	i
CCOC(=O)C(CC)n1cnc2c(nnn2-c2ccc(C)cc2)c1=O (stereo not given)	i	i	i	i	i	-5	i	i	i	i	i
COC(=O)[C@@H](NCc1cccc(CN[C@H](C(=O)OC)C(C)C)c1)C(C)C	i	i	i	i	i	8	i	i	i	i	i
CN(C)S(=O)(=O)Nc1ccccc1F	i	i	i	i	i	2	i	i	i	i	i
CC(C)NC(=O)NC1C2CC3CC(C2)CC1C3 (stereo not given)	i	i	i	i	i	0	i	i	i	i	i
CC(C)CNC(=O)c1cccc(NC(=O)CSc2ccc(Cl)cc2)c1	i	i	i	i	i	-2	i	i	i	i	i
Cc1cc(OCC(=O)NC(C)C)ccc1Cl	i	i	i	i	i	-3	i	i	i	i	i

High-throughput results deposited in PubChem BioAssay by several laboratories.
